Source: PubChem BioAssay
FN deposition inh: fibronectin deposition inhibition. AH1F fibroblasts, Alexa488-fibronectin deposition fluorescence, overnight. inhibition, % at 12.6 µM. 0.086% of 350,000 active. AID 743247;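 active means mean inhibition across replicates of 30% or more, regardless of how many single replicates reach that level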;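 further: positive control wells lacked labelled fibronectin entirely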
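Material: AH1F fibroblast monolayer depositing Alexa488-labelled fibronectin into matrix / Amount: 10000 AH1F cells per well / Signal: fluorescence 485/525 nm / Medium: DMEM, 2% serum / Compound: single dose, pinned / Incubation: 1 h cell adhesion before compound, then overnight fibronectin incubation / Reagent: Alexa488-FN, 24 nM final / Read-out: inhibition of fibronectin deposition signal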
Statin myotox sup: protects C2C12 myotubes from simvastatin toxicity | AID 602340 | ATP luminescence, 48 h; scaled: DMSO 0, geranylgeraniol control 100 | rescue of ATP level, % at 7.49 µM | 0.78% of 330,000 active;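 active means mean ATP rescue above about 67%, or every replicate alone reaching that limit, limit read from the data, passing the limit was not always enough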;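 further: myotubes were challenged with 10 µM simvastatin during compound exposure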
Cneo AK release: causes C. neoformans cell lysis; 0.2% of 360,000 active; adenylate kinase release luminescence, 4 h; normalised: neutral wells 0, clomiphene wells 100; lysis activity, % at 15 µM;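 active means mean lysis activity across replicates of at least 80%, whatever share of replicates individually reach that level; inactive means mean lysis activity below 80%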
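Assay system: Cryptococcus neoformans yeast cells / Dosing: single-point compound dose / Timing: 4 h at 37 °C static, read 1 h later / Measured by: luminescence of released adenylate kinase using an AK detection reagent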
PglD inh: inhibitors of Campylobacter jejuni PglD acetyltransferase; AID 602405; inhibition, % at 12.5 µM; 0.098% of 360,000 active; purified PglD enzyme, DTNB colorimetric CoA detection; in the data active means inhibition above about 16%, passing the limit was not always enough; further: strong numbers were not always called active
PGC1a acetyl inh: PGC1a acetylation modulation, inhibitor mode; U2OS PGC1a acetylation, AlphaScreen anti-acetyl-lysine; with virally co-expressed GCN5 acetyltransferase; inhibition, % at 15.6 µM; 0.17% of 350,000 active;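 active means every replicate shows inhibition of at least 40%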;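 further: 0% = neutral control wells and 100% = positive control wells; some results beyond the cut were filed as inactive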
CFTR F508del cor: correctors of CFTR F508del function in bronchial epithelial cells. 0.36% of 350,000 active. CFBE cells, YFP halide quenching; stimulated with forskolin plus potentiator P3; % fluorescence drop versus neutral controls. activity (quench increase), % at 7.58 µM;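 active means mean added fluorescence quench of at least 8% versus neutral control, with both replicates also reaching 8%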;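 further: cells transiently co-express mutant CFTR-F508del with the halide-sensitive YFP; corrector assay measuring rescue of mutant channel to the surface after 24 h compound exposure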
GSIS activator: primary screen for activators of insulin secretion dependent on glucose, INS-1E cells, GLuc reporter luminescence; INS-1E GLuc reporter insulin secretion, 2-3 h; activation, % at 16.6 µM; 0.61% of 370,000 active;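 active means lowest replicate activation of at least 40%, so every replicate reaches that level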;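 further: 0% = median of neutral control wells and 100% = median of IBMX positive control wells; some compounds called inactive have numbers as strong as hits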
miR122 inh: miR-122 inhibition in Huh7 cells | Huh7 miR-122 Renilla luciferase sensor, 48 h; neutral wells = 0, positive control = 100 | activation (reporter increase), % at 12.5 µM | 0.3% of 340,000 active;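 active means mean replicate activation score at least 90 and every replicate individually at or above 90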;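 further: higher luciferase means less miR-122 activity so hits act as miR-122 inhibitors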
Active calls of the source: *; nt = not tested or not shown; & = joins results of further samples; [ ] = remark or other dose.

SMILES	FN deposition inh	Statin myotox sup	Cneo AK release	PglD inh	PGC1a acetyl inh	CFTR F508del cor	GSIS activator	miR122 inh
COc1ccc(OC)c(C(=O)CN2C(=O)C(=O)N(C3CCCC3)C2=O)c1	0	1	0	4	1	1.8	5	4
C[C@@H](O)C#Cc1ccc([C@H]2[C@@H](CO)N3CCCCN(CC4CCOCC4)C[C@H]23)cc1	nt	nt	0	0	6	-1.4	23	4[16.7 µM]
COc1ccc(C(CC(=O)O)NC(C)=O)cc1OC (stereo unspecified)	nt	8	5	-1	-1	nt	nt	-4
COc1ccc(-c2[nH]ncc2CN(CCO)Cc2cccs2)c(F)c1	4	nt	1	2	2	-0.6	nt	nt
CCOC(=O)C1(C)CCCN1C(=O)c1ccc(OC)c(OC)c1 (stereo unspecified)	nt	36	0	3	10	0.9	19	-2
CC(=O)Nc1ccc2c(c1)C(=O)N(C)[C@H]1CC[C@H](CC(=O)NCc3ccccc3Cl)O[C@H]1CO2	3	2	-15	-4	6	1.5	-3	6[16.7 µM]
O=C(COC(=O)CNC(=O)c1ccccc1)Nc1ccc(F)c([N+](=O)[O-])c1	1	nt	nt	nt	1	2.9	-2	-9
COCCNC(=O)C1(C)Cc2c(-c3cccc(C(F)(F)F)c3)ccnc2O1 (stereo unspecified)	-11	-9	7	-1	-2	0.0	-8	-4
Cc1ccc(C(=O)OCC(=O)Nc2cc(S(C)(=O)=O)ccc2Cl)cc1S(=O)(=O)N1CCCCC1	nt	nt	0	-3	-2	0.6	-20	nt
Cc1nn(Cc2nnc(SCC(=O)Nc3cccc(C(F)(F)F)c3)n2C)c(C)c1[N+](=O)[O-]	-6	nt	-1	3	-6	0.9	-22	-4
CNC[C@H]1OCCCC[C@@H](C)Oc2ccc(NC(=O)Cc3ccccc3)cc2C(=O)N([C@H](C)CO)C[C@H]1C	nt	10	1	-2	14	-3.4	2	3[16.7 µM]
C[C@H](CO)N1C[C@H](C)[C@H](CN(C)Cc2ccc(-c3ccccc3)cc2)Oc2ccc(NC(=O)Nc3ccccc3)cc2C1=O	nt	-7	-1	7	15	-2.1	-5	-10[16.7 µM]
CN1C(=O)c2cc(NC(=O)c3cnccn3)ccc2OC[C@H]2O[C@H](CC(=O)NCC3CCCCC3)CC[C@@H]21	-3	3	-1	1	nt	nt	1	nt
Cc1c(Cl)cccc1NC(=O)C1CC(=O)N(C2CCCC2)C1 (stereo unspecified)	nt	3	2	-7	16	13*	35	-3
O=C(Cn1ncc2c([nH]c3ccccc32)c1=O)N1CCN(c2ccc(F)cc2)CC1	-8	33	0	-6	-1	-1.8	36	1
CCCC(=O)Nc1sc(Cc2ccccc2)c(C)c1C(N)=O	4	5	-2	4	-12	-0.8	3	36
CCCN1CCN(CCCNC(=O)c2ccc3c(c2)NC(=O)c2ccccc2S3)CC1	21	21	6	-1	-14	1.2	-4	6
C[C@H](CO)N1C[C@H](C)[C@H](CN(C)C(=O)Cc2ccccc2)OCCCC[C@H](C)Oc2ccc(NS(=O)(=O)c3ccc(Cl)cc3)cc2C1=O	-14	nt	0	5	-11	0.7	1	-19[16.7 µM]
COc1ccc(N(C)S(=O)(=O)c2cccc(C(=O)NC3CCCCC3C)c2)cc1 (stereo unspecified)	nt	-14	4	-2	-14	4.3	-15	31
C[C@@H]1CN([C@H](C)CO)C(=O)c2cc(NC(=O)CCCN(C)C)ccc2O[C@@H]1CN(C)C(=O)NC1CCCCC1	1	-4	0	-8	2	-2.1	16	-2[16.7 µM]
COc1ccc(CCN=c2c([N+](=O)[O-])nn(-c3cccc(C)c3)n2O)cc1OC	4	31	nt	nt	nt	2.0	9	-1
O=C(CCNC(=O)c1ccccc1Cl)Nc1nc2ccccc2s1	4	nt	nt	nt	-4	2.4	3	nt
Cc1cccc(C)c1NC(=O)c1ccc(OCc2c(C)noc2C)cc1	nt	12	0	0	-7	-0.6	22	-4
CSCCC(NS(=O)(=O)c1ccc2c(c1)OCCO2)C(=O)N(C)Cc1ccc(C)cc1 (stereo unspecified)	nt	-15	2	-5	-4	3.1	-3	-4
COc1ccc(NS(=O)(=O)c2ccc(O)c(C(=O)OCC(=O)N3CCCCC3)c2)cc1	5	4	0	4	-1	-1.5	9	-6
CCN(CC)C(=O)Cn1cnc2ccccc2c1=O	-10	5	1	2	5	nt	nt	-7
C[C@H](NC(=O)C[C@H]1C=C[C@@H](NC(=O)C2CCOCC2)[C@@H](CO)O1)c1ccccc1	nt	-5	1	1	4	-0.7	13	nt
Cc1cc(C(=O)NC(C)C2CCCO2)no1 (stereo unspecified)	18	8	-2	-5	0	1.3	11	-1
O=C(CCN1C(=O)C2C3C=CC(C3)C2C1=O)Nc1c(F)cc(F)cc1Br (stereo unspecified)	nt	4	0	-5	-2	nt	nt	4
CC(C)NC(=O)Nc1ccc2c(c1)C(=O)N([C@H](C)CO)C[C@H](C)[C@H](CN(C)C(=O)NC(C)C)OCCCC[C@H](C)O2	2	nt	1	0	-3	-2.0	4	5[16.7 µM]
CCN(CC)C(=O)c1ccccc1NC(=O)c1ccccc1	5	-6	0	29*	9	-0.4	7	nt
COc1c(C)cccc1C(=O)Nc1cc(Cl)ccc1N1CCOCC1	nt	-7	0	0	-31	nt	-7	1
O=C1C=C(c2ccc3c(c2)OCO3)C[C@@H](c2ccc(F)cc2)C1	-2	-4	3	2	8	-4.8	10	0
O=C(NCc1ccccc1)NC(O)C(Cl)(Cl)Cl (stereo unspecified)	-7	5	nt	nt	4	-1.3	-23	-6
Cc1ccc(C2c3[nH]c4ccccc4c3C[C@H]3C(=O)N(c4ccccc4C(=O)NCCN4CCOCC4)C(=O)N23)cc1 (stereo partly specified)	nt	-5	1	3	-9	-0.1	nt	-13
COc1ccc(C2/C=C\CN(S(=O)(=O)c3ccc(C)cc3)CC(=O)N2Cc2ccc(F)cc2)cc1 (stereo unspecified)	-2	10	20	-3	-17	-3.2	nt	5
COC(=O)c1ccc(COc2ccc3c(C)c(C)c(=O)oc3c2)o1	nt	-16	-1	0	2	nt	24	3
O=c1[nH]c(COc2ccccc2)nc2ccccc12	7	-15	3	-3	2	3.2	-9	1
O=C(NCC1(O)CCCCC1)C1CCC(=O)N(CCc2ccccc2)C1 (stereo unspecified)	-1	7	0	0	-2	-2.1	2	-4
COc1ccc(-c2noc(CCC(=O)N3CCN(c4ccccc4Br)CC3)n2)cc1	0	9	1	-2	-15	6.8	-36	10
Cc1nn(-c2ccc(F)cc2)c2sc(C(=O)OCC(=O)N3CCC(C)CC3)cc12	-6	-2	-2	4	6	nt	nt	-6
CCC1(C)Cc2c(sc3c2c(=O)n(C)c2nnc(SCCc4ccccc4)n32)CO1 (stereo unspecified)	nt	-8	-3	4	6	nt	nt	-4
COc1ccc2oc(-c3ccc(C)c(NC(=O)c4ccc(N5CCOCC5)c([N+](=O)[O-])c4)c3)nc2c1	-5	-79	-2	4	-6	nt	nt	nt
O=S(=O)(c1ccc(-c2nnc(SCc3nnc(-c4ccccc4)o3)o2)cc1)N1CCCC1	2	-14	3	-1	-4	nt	nt	-5
O=C(O)C(Cc1ccc(O)cc1)N1C(=O)C2CCCCC2C1=O (stereo unspecified)	-11	-3	-1	-1	11	-1.1	17	-1
COCC#Cc1ccc([C@@H]2[C@@H](CO)N3CCCCN(C(=O)NC4CCCC4)C[C@@H]23)cc1	-7	-10	2	3	-5	-3.7	5	9[16.7 µM]
COc1ccc(CCC(=O)Nc2ccc(Cn3ccnc3)cc2)cc1	-5	-2	-1	-6	-9	0.8	-12	3
O=C(COC(=O)C1(c2ccccc2F)CCCC1)NC1CCS(=O)(=O)C1 (stereo unspecified)	nt	5	0	-3	6	nt	nt	-1
COc1ccc(-c2cnc3c(c2)C(=O)N([C@@H](C)CO)C[C@@H](C)[C@@H](CN(C)C(=O)Cc2ccccn2)O3)cc1	nt	6	3	-4	0	0.5	-3	-2[16.7 µM]
C[C@@H]1CCCCO[C@H](CN(C)C(=O)Nc2cccc3ccccc23)[C@H](C)CN([C@@H](C)CO)C(=O)c2cc(NC(=O)CCC(F)(F)F)ccc2O1	-5	nt	-33	2	-4	-0.9	7	-4[16.7 µM]

An excerpt of these results, bar-delimited:
Molecule | FN deposition inh | Statin myotox sup | Cneo AK release | PglD inh | PGC1a acetyl inh | CFTR F508del cor | GSIS activator | miR122 inh
Cc1cccc(C)c1NC(=O)c1ccc(OCc2c(C)noc2C)cc1 | nt | 12 | 0 | 0 | -7 | -0.6 | 22 | -4
CSCCC(NS(=O)(=O)c1ccc2c(c1)OCCO2)C(=O)N(C)Cc1ccc(C)cc1 (stereo unspecified) | nt | -15 | 2 | -5 | -4 | 3.1 | -3 | -4
COc1ccc(NS(=O)(=O)c2ccc(O)c(C(=O)OCC(=O)N3CCCCC3)c2)cc1 | 5 | 4 | 0 | 4 | -1 | -1.5 | 9 | -6
CCN(CC)C(=O)Cn1cnc2ccccc2c1=O | -10 | 5 | 1 | 2 | 5 | nt | nt | -7
C[C@H](NC(=O)C[C@H]1C=C[C@@H](NC(=O)C2CCOCC2)[C@@H](CO)O1)c1ccccc1 | nt | -5 | 1 | 1 | 4 | -0.7 | 13 | nt
Cc1cc(C(=O)NC(C)C2CCCO2)no1 (stereo unspecified) | 18 | 8 | -2 | -5 | 0 | 1.3 | 11 | -1

Remaining list, next part.
SMILES	FN deposition inh	Statin myotox sup	Cneo AK release	PglD inh	PGC1a acetyl inh	CFTR F508del cor	GSIS activator	miR122 inh
C[C@@H]1CN([C@@H](C)CO)C(=O)c2cc(Br)cnc2O[C@@H]1CN(C)C(=O)Nc1ccc(F)cc1	1&18	18&23&10	0&-1&-2	-2&-1&-3	1&6	-2.0	-21&-10	-3
CCOC(=O)c1c(-c2ccccc2)c[nH]c1C	-3	-19	1	-2	15	1.9	0	2
CCOC(=O)c1cc(-c2ccccc2)n(CC(=O)Nc2cccc(OC)c2)c1C	2	nt	-2	4	16	-1.2	nt	3
Cc1ccccc1-c1nc(-c2ccc(NC(=O)c3ccc(Br)o3)cc2)no1	nt	-12	-7	31*	-4	nt	-23	-6
O=C(CSc1ncc(-c2ccc(F)cc2)[nH]1)Nc1cccc(O)c1	nt	16	-1	1	-8	nt	nt	2
Cc1ccc(S(=O)(=O)N2CC[C@@H]3[C@@H](CO)N(C)c4ccc(-c5ccccc5F)cc4[C@@H]32)cc1	3	16	1	-2	-16	2.5	12	15[16.7 µM]
CO[C@H]1CN(C)C(=O)c2cc(NC(=O)c3ccc(F)cc3)ccc2OC[C@H](C)N(C)C[C@@H]1C	17	8	7	-1	nt	nt	-2	1[16.7 µM]
COc1ccc(-n2c(Cc3cccn3C)nnc2SCC(=O)Nc2ccc(C(C)=O)cc2)cc1	-21	-5	2	3	-5	-6.8	4	-6
COC(=O)c1ccc(C(=O)Nc2ccc(F)cc2)cc1	-2	7	-4	2	4	-1.5	7	-11
CCOC(=O)C1(Cc2cccc(F)c2)CCN(Cc2ccon2)CC1	-1	nt	nt	nt	-15	3.4	-10	-4
CC(=O)NCC1CCCN(Cc2cn(-c3ccccc3F)nc2-c2cc(C)sc2C)C1 (stereo unspecified)	3	nt	nt	nt	7	5.1	1	nt
O=C(CSc1nc(O)c(C2CCCCC2)c(=O)[nH]1)NCC1CCCO1 (stereo unspecified)	-9	-5	-1	1	3	nt	nt	-5
COCC#Cc1cnc2c(c1)C(=O)N([C@H](C)CO)C[C@@H](C)[C@H](CN(C)C(=O)Cc1ccccc1)O2	nt	-11	3	7	-8	0.6	4	5[16.7 µM]
C[C@@H]1CCCCO[C@H](CN(C)C(=O)C2CCCCC2)[C@@H](C)CN([C@H](C)CO)C(=O)c2cc(NC(=O)Nc3ccc4c(c3)OCO4)ccc2O1	nt	nt	1	0	-1	0.6	-3	-6[16.7 µM]
